Screening data (PubChem)
p53 reactivation: re-activators of mutant p53; H1299 p53-A138V BP100-luciferase reporter, luminescence, 24 h; Potency, µM (series often up to 92.2 µM), for the others: top-dose activity change, positive = activation, most hits filed as activators; hit rate 0.063% among 320,000; note: % of control where 0% means no effect; nearly all actives have a fitted effect of over 45% in size
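p53-null H1299 cells stably carrying temperature-sensitive p53-A138V and a BP100-luciferase reporter were pinned with compounds (4-point, 1:5 series) and held 24 hrs at 37 deg C. Luminescence was read 10 min after detection reagent.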
NPC1 prom act: activates the NPC1 promoter | Huh7 NPC1 promoter luciferase reporter, 24 h | Potency, µM (highest dose often 9.22 µM), for inactives: at the highest dose activation, usual class: activators | hit rate 2.4% among 320,000 | AID 485313;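 note: % of control where 0% means no effect; nearly all actives have a fitted effect of over 60% in size; reporter is driven by a mutant NPC1 promoter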
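Readout is luciferase luminescence, reflecting NPC1 promoter activation in stably transfected Huh7 cells after 24 h compound exposure at 37 °C in reduced-serum medium with 10% FBS.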
Rab9 prom act: activates the Rab9 promoter | AID 485297 | Potency, µM (series often up to 9.22 µM), for the others: top-dose activation, negative = inhibition, actives largely listed as activators | hit rate 2.8% among 320,000 | Huh7 Rab9 promoter-luciferase reporter, luminescence, 24 h; note: % of control where 0% means no effect; nearly all actives have a fitted effect of over 60% in size
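Using Huh7 cells stably transfected with Rab9 promoter–luciferase, compounds were incubated 24 h at 37 °C, 5% CO2; luciferase luminescence was read 10 min after reagent addition.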
MLL CXXC-DNA inh: MLL CXXC-DNA interaction inhibition. MLL-CXXC / FITC-HOXA9 DNA fluorescence polarization. Potency, µM (series often up to 115 µM), without a hit: at the highest dose activity change, negative = inhibition, usual class: inhibitors. hit rate 0.037% among 290,000; active = well fitted inhibition curve with a large enough effect in the polarisation, with a control signal flat, not every such curve was filed as active; inconclusive = small, poorly fitted or top-dose-only effect, or effect the other way, or a change in a side signal; inactive = no such curve, though single readings can be large or run the other way; the % refers to the polarisation
Target sequence (Q03164 whole entry, looked up): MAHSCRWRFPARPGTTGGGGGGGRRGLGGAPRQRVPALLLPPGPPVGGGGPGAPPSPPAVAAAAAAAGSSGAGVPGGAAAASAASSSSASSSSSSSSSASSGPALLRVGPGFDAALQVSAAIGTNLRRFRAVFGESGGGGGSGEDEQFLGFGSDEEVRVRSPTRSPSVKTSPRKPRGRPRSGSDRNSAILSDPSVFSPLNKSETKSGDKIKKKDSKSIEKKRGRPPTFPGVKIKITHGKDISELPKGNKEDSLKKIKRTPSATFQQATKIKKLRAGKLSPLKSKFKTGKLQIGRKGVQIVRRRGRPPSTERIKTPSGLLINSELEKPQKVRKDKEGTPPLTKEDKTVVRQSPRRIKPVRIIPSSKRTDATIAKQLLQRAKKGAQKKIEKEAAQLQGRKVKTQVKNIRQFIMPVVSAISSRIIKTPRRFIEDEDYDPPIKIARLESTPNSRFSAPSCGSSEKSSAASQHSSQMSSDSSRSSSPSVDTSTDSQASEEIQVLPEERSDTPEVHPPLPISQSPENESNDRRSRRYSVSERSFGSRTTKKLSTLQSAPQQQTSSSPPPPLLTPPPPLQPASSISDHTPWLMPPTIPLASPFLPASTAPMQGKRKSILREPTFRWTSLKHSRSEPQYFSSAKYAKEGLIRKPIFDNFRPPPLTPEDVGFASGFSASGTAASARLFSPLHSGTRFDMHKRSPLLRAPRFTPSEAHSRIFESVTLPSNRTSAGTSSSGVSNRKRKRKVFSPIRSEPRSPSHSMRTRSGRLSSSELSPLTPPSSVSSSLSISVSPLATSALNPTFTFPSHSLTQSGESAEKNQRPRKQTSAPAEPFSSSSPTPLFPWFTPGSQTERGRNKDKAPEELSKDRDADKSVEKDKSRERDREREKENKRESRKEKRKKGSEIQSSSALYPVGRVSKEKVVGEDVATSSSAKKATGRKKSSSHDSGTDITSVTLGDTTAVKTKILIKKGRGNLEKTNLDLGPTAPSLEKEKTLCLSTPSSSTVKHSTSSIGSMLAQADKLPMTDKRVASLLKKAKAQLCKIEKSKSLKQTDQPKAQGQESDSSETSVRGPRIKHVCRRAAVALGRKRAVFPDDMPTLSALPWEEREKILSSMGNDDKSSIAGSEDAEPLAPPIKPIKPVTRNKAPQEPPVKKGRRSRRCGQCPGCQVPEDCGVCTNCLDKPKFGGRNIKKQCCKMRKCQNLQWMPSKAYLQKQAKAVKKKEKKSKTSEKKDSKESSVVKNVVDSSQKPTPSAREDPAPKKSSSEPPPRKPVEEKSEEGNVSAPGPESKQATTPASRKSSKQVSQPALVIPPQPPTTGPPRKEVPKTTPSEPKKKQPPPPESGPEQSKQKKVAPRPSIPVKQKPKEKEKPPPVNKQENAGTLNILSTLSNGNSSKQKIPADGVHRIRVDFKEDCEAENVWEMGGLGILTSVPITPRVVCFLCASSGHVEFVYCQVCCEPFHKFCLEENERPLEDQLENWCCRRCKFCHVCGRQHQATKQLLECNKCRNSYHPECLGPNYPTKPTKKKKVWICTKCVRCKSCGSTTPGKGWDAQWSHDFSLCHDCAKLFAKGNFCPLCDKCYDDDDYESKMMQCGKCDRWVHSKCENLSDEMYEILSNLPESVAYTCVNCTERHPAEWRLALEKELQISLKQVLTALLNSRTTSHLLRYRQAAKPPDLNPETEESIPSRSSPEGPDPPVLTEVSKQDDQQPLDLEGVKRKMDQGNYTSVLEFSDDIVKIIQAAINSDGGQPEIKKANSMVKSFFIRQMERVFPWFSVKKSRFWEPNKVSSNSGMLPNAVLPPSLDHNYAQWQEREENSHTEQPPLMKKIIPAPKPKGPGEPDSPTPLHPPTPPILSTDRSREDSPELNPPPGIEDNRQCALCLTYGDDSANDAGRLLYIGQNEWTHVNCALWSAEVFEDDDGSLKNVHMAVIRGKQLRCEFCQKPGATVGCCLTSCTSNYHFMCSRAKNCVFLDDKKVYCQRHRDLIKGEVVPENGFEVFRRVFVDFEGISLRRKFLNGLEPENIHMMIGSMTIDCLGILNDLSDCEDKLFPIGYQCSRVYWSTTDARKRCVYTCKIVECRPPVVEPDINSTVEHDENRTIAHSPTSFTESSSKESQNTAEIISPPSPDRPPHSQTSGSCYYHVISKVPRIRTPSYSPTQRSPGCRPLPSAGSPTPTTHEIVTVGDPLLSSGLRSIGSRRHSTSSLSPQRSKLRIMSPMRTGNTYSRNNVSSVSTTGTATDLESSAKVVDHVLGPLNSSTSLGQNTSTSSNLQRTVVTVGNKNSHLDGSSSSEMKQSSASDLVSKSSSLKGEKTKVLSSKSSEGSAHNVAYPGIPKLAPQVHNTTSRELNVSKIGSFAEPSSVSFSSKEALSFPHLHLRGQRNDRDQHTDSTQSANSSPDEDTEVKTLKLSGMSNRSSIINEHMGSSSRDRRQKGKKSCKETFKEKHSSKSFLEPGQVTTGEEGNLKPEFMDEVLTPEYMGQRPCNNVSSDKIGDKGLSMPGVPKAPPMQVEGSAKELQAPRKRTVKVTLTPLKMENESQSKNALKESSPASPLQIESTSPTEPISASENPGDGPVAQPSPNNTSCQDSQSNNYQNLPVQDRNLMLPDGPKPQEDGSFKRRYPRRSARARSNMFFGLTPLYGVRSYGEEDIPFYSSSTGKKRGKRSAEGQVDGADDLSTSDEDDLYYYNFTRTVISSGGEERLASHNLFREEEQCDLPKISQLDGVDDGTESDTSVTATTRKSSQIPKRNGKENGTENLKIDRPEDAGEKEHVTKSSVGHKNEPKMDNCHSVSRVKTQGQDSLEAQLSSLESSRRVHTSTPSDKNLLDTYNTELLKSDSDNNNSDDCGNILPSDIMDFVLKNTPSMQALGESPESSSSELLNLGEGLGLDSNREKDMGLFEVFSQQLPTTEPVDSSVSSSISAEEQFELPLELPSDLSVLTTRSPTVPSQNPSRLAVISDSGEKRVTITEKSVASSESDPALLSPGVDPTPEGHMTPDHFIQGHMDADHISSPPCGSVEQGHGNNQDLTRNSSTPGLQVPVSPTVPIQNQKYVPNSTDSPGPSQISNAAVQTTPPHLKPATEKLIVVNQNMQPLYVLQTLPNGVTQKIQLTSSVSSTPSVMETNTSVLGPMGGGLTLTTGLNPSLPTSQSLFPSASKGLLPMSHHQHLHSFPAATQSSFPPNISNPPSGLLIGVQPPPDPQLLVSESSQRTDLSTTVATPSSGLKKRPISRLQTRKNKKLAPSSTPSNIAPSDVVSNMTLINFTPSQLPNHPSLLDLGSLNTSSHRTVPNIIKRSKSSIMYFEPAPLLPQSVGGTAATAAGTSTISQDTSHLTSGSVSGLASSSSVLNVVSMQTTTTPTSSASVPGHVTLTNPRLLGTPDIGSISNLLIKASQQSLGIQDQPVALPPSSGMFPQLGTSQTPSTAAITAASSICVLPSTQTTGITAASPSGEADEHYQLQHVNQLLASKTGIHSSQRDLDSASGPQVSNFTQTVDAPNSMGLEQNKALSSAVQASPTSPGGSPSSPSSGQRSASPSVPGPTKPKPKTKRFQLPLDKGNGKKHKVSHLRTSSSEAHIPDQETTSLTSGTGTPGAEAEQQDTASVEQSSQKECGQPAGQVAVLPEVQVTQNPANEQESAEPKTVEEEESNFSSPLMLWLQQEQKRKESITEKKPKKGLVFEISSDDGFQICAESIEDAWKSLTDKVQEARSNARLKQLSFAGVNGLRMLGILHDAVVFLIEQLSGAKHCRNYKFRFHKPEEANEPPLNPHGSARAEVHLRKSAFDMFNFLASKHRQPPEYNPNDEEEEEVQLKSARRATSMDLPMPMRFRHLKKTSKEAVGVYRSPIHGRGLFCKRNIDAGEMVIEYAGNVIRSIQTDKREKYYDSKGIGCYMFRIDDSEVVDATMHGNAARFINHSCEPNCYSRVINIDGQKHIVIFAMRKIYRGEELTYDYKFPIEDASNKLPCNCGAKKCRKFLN
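Fluorescence polarization: 7 uM MLL-CXXC (stock) preincubated 5 min with compounds, then 50 nM fluorescein-HOX-A9 DNA (stock) added; 30 min ambient. Buffer 50 mM Tris-HCl pH 7.5, 50 mM NaCl, 1 mM DTT, 0.05% BSA.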
Gal4-VP16 FLuc: Gal4-VP16 reporter inhibition counter-screen. Drosophila S2 Gal4-VP16 UAS-luciferase, luminescence, 20 h. Potency, µM (highest dose often 53.6 µM), for the others: at the top dose activity, negative = inhibition, most hits filed as inhibitors. hit rate 3.5% among 310,000. AID 2546;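 note: Gal4-VP16 expression switched on by copper sulfate through the metallothionein promoter; % is set by controls: 0 for no effect and ±100 for the full control effect; nearly all actives have a fitted effect of over 50% in size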
RORgamma inh: inhibitors of mouse ROR gamma transcriptional activity | P51450 | Drosophila S2 Gal4-RORgamma UAS-luciferase reporter, 20 h | AID 2551 | hit rate 5.4% among 310,000 | Potency, µM (titrated, usually from 53.6 µM), for inactives: top-dose activity change, negative = inhibition, hits mostly inhibitors; note: % is set by controls: 0 for no effect and ±100 for the full control effect; nearly all actives have a fitted effect of over 60% in size
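Stably transfected Drosophila Schneider cells are the test system, with ROR gamma fused to Gal4 and luciferase under UAS control; luminescence is read after 20 hr of 700 uM copper sulfate induction at ambient temperature.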
MBNL1 CUG block: inhibitors of human MBNL1 binding to CUG repeat RNA. hit rate 0.036% among 280,000. Q9NR56. AID 2675. TR-FRET MBNL1-His/biotin-(CUG)12 binding, 665/545 ratio. Potency, µM (highest dose often 57.5 µM), inactives show at the highest dose activity change, negative = inhibition, usual class: inhibitors; active = well fitted inhibition curve with a large enough effect in the signal ratio, with a control signal flat, not every such curve was filed as active; inconclusive = small, poorly fitted or top-dose-only effect, or effect the other way, or a change in a side signal; inactive = no such curve, though single readings can be large or run the other way; the % refers to the signal ratio; note: % is set by controls: 0 for no effect and ±100 for the full control effect
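His-tagged MBNL1 binding to biotinylated (CUG)12 RNA was measured by TR-FRET using terbium anti-His antibody (0.055 ng/ul final) and streptavidin-XL665 (5 nM final). Compounds were titrated 92 nM to 58 uM; 60 min at room temperature.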
BRCA1 expr act: increases BRCA1 expression; MCF7-BRCA1-FFLuc reporter, luminescence, 48 h; response scale: scaled: vehicle 0%, 10 µM genistein 100%; Potency, µM (highest dose often 46.1 µM), inactives show at the top dose activation, most hits filed as activators; hit rate 1.1% among 380,000; AID 624202; note: nearly all actives have a fitted effect of over 80% in size; some results filed as inactive show a strong effect at the top dose
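First, MCF7-BRCA1-FFLuc cells (2000/well) attach for 2 h; next, compounds are pin-added and incubated 48 h at 37 °C; finally, luciferase reagent is added and luminescence read after 15 min.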
uPA generation: blocks generation of uPA at the cell surface; cell surface uPA generation assay, qHTS; Potency, µM (top dose mostly 38.3 µM), inactives show at the highest dose activity change, negative = inhibition, most hits filed as inhibitors; hit rate 0.31% among 330,000; active = well fitted inhibition curve with a large enough effect; inconclusive = small, poorly fitted or top-dose-only effect; inactive = no such curve, though single readings can be large or run the other way; tested in mouse RAW 264.7 cells; note: % is set by controls: 0 for no effect and ±100 for the full control effect; nearly all actives have a fitted effect of over 55% in size
ELG1 genotoxic: inducers of genotoxicity in HEK293T ELG1-luciferase cells; hit rate 1.3% among 330,000; Potency, µM (series often up to 46 µM), for the others: at the top dose activity change, positive = activation, hits mostly activators; AID 504466; HEK293T ELG1-luciferase reporter, luminescence, 16 h; note: % of control where 0% means no effect; nearly all actives have a fitted effect of over 60% in size
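Luminescence read-out: rising ELG1-luciferase signal, reflecting elevated ELG1 protein under genetic stress, flags genotoxic compounds. Cells were treated for 16 hr at 37 °C before ONE-Glo detection.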
FLuc counter: inhibits or activates purified firefly luciferase, miR-21 counter-screen | hit rate 6.9% among 360,000 | purified FLuc, Km substrates, luminescence inhibition | Potency, µM (doses to about 57.5 µM), inactives show top-dose activity change, negative = inhibition, most hits filed as inhibitors;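 note: plate controls were vehicle for no effect and reference inhibitor for full effect; nearly all actives have a fitted effect of over 55% in size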
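Purified P. pyralis luciferase, 10 nM final, with Km-level 10 uM D-luciferin and 10 uM ATP in 50 mM Tris acetate pH 7.5, 10 mM Mg acetate, 0.01% Tween-20, 0.05% BSA; 6-point qHTS titration about 60 µM downward; luminescence read.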
Active calls of the source: *; u = inconclusive; x = no result given; & = joins results of further samples; [ ] = remark or other dose. Unless noted, calls come from the whole dose curve; as a rule, active = well fitted curve in the direction sought with a large enough effect; inconclusive = small, poorly fitted or top-dose-only effect, or another doubt; inactive = no such curve, though single readings can be large; an effect the other way counts as inactive or inconclusive. Potency is the fitted concentration of half-maximal effect. Some of the compounds tested; the hit share may differ from the screen's.

SMILES | p53 reactivation | NPC1 prom act | Rab9 prom act | MLL CXXC-DNA inh | Gal4-VP16 FLuc | RORgamma inh | MBNL1 CUG block | BRCA1 expr act | uPA generation | ELG1 genotoxic | FLuc counter
CCCn1c(N)c(C(=O)CSc2nnc3n2CCCCC3)c(=O)n(C)c1=O | 1% | -1% | 3% | x | x | x | x | 5% | 5% | -1% | 3%
OCCC1CN(Cc2nc3ccccc3[nH]2)CCN1C1CCCC1 (configuration not stated) | -2% | -2% | -4% | -7% | -5% | 10% | -1% | -9% | 2% | -1% | 0%
O=C(O)CC(NS(=O)(=O)Cc1ccccc1)c1cccc([N+](=O)[O-])c1 (configuration not stated) | 1% | -2% | -4% | 13% | -1% | 5% | 8% | -1% | 0% | 1% | -2%
Cc1ccc(NC(=S)N2CCN(Cc3ccccc3)CC2)c(C)c1 | 6% | 0% | 1% | -12% | -10% | -4% | u | 2% | 1% | -2% | u
CC1(C)CC(NS(=O)(=O)c2ccccc2)CC(C)(C)N1 | 1% | 12% | -4% | -11% | -1% | -21% | -10% | -1% | 3% | 1% | 0%
Brc1ccccc1/C=N/Nc1ccccn1 | 9% | 1% | 19% | -5% | -2% | u | -5% | -21% | -4% | u | u
N#C/C(=N\Nc1c(Cl)cccc1Cl)C(=O)NN | 23% | 12% | 10% | 10% | 20% | 37% | u | 83% | -4% | u | u
COc1ccc(CCNC(=O)c2cc(-c3ccc4c(c3)OCO4)on2)cc1OC | 10% | 2% | 4% | -4% | -3% | -4% | -6% | 8% | 12% | -1% | -5%
O=C(Nn1cnnc1)c1ccc(OC(F)(F)C(F)C(F)(F)F)cc1 (configuration not stated) | 6% | 0% | 11% | 0% | 1% | -6% | -1% | 3% | -7% | 2% | u
O=C(CSc1nnc(-c2ccco2)o1)c1ccc(F)c(F)c1 | 2% | 0% | -2% | -11% | u | -7%[10 µM] | 14% | 0% | 1% | 9% | -1%
COc1ccc(C(=O)CSc2nnc(NC(=O)C3CC(=O)N(c4ccccc4)C3)s2)cc1 (configuration not stated) | -1% | 0% | 0% | 3% | -7% | u | -1% | 9% | 11% | -1% | 0%
COc1ccc(C2C(=O)c3ccccc3C2=O)cc1 | -1% | u | u | -8%&14% | -8%&-7% | 35%&-6% | 20% | 37% | -5% | u | 5.4µM*
C/C(=N/OC(=O)C1CC1)c1cc(-c2ccc(Cl)cc2)no1 | 13% | u | 2.8µM* | -6% | 8% | 2% | -8% | 4µM* | 4% | u | 5.4µM*
O=C(NC1CCCCCC1)c1ccco1 | 10% | -1% | 9% | 10% | 0% | -1% | 3% | 14% | -14% | 6% | 4%
COc1ccc(CN(C)CC(=O)Nc2c(C)cccc2C)c(OC)c1 | -5% | -1% | 0% | 9% | -2% | -4% | -9% | -16% | -6% | -7% | -3%
COCCCNC(=O)C1CCC(CNS(=O)(=O)c2ccc(OC)cc2)CC1 (configuration not stated) | -2% | 2% | 3% | 4% | -7% | -3% | 0% | -4% | 3% | 0% | 0%&1%
CC1CCc2cc(F)ccc2N1C(=O)CSc1nnc2c(n1)[nH]c1ccc(F)cc12 (configuration not stated) | -8% | -9% | -1% | 22% | -12% | 40% | -4% | -26% | 17% | 5% | 2%
CC(C)CCn1c(N2CCCC2)nc2c1c(=O)n(C)c(=O)n2C | x | -2% | -7% | 1% | 5% | 42% | 0% | -6% | 2% | u | 1%
FC(F)c1nnc2ccc(Cl)nn12 | 10% | -2% | -6% | -9% | 4% | u | -1% | 11% | -7% | -10% | 0%
CN(C)S(=O)(=O)N1CCN(c2ccccc2)CC1 | -3% | -5% | -6% | 9% | 4% | -21% | -7% | 3% | -1% | 5% | -1%
O=S(=O)(Nc1nc2ccccc2nc1Nc1ccc2c(c1)OCO2)c1ccc(F)cc1 | 2% | -1% | -10% | 10% | -22% | u | -5% | -2% | 2% | -11% | 1%
CCc1noc(C)c1C(=O)N(C)CC(=O)Nc1ccccc1C(F)(F)F | 4% | -7% | 1% | x | x | x | x | 8% | -6% | 0% | 6%
CCCN(C(=O)c1cccs1)c1c(N)n(Cc2ccccc2)c(=O)[nH]c1=O | 1% | 0% | 0% | x | x | x | x | 6% | -9% | 0% | 6%
CC(C)CCN(C(=O)c1csnn1)C(C(=O)NC1CCCCC1)c1ccc(F)cc1 (configuration not stated) | 2% | -2% | -1% | 32%[activator] | 8% | -2% | -14% | -29% | 7% | -2% | u
Cc1cc(C)c(S(=O)(=O)N2CCN(C(=O)C3CCCO3)CC2)c(C)c1 (configuration not stated) | 1% | 2% | -1% | x | x | x | x | -23% | -87% | 0% | 2%

Single values from the list.
FLuc counter, COc1ccc(C2C(=O)c3ccccc3C2=O)cc1 is entered as 5.4µM*
ELG1 genotoxic, CN(C)S(=O)(=O)N1CCN(c2ccccc2)CC1 is entered as 5%

Going on with the list.
SMILES | p53 reactivation | NPC1 prom act | Rab9 prom act | MLL CXXC-DNA inh | Gal4-VP16 FLuc | RORgamma inh | MBNL1 CUG block | BRCA1 expr act | uPA generation | ELG1 genotoxic | FLuc counter
N#Cc1ccc(C[C@@H](NS(=O)(=O)c2ccc(C(=O)O)cc2)C(=O)O)cc1 | x | -6% | -3% | x | 5% | 2% | x | x | x | x | -2%
Cc1cc(C)nc(CCNC(=O)c2cc(COc3ccc(F)cc3F)on2)n1 | u | -5% | 2% | 5% | -8% | 26% | -12% | -4% | 7% | 1% | 4%
CCCCN(CC)C(=O)CN1C(=O)c2ccccc2C1=O | 1% | -6% | 1% | -13% | -4% | -4% | 13% | -21% | 4% | -2% | 2%
Nc1nnc(-c2ccccc2)s1 | 5% | 4% | 16% | -2% | 5% | -6% | 0% | 8% | x | 10% | -18%
O=C(C1CCC1)N1CCc2cc(S(=O)(=O)NCCN3CCN(c4ccccc4F)CC3)ccc21 | 1% | -12% | -11% | 71%[activator] | u | u | 7% | -23% | -13% | -12% | 0%
CN(C)N=Nc1ccc(S(=O)(=O)NC(=O)Cc2ccccc2)cc1 | 6% | 1% | 3% | -6% | -7% | 1% | u | 1% | 2% | -5% | -2%
Cc1ccc(C)c(NC(=O)COC(=O)COc2cccc3c2OC(C)(C)C3)c1 | 2% | -5% | -1% | x | x | x | x | -5% | 0% | -2% | 2%
COc1cccc(N2CC(C(=O)NNC(=O)c3ccc(Cl)cc3)CC2=O)c1 (configuration not stated) | 18% | -3% | -2% | -7% | 1% | 5% | 2% | 4% | 1% | -1% | 5%
Fc1cccc(CCN2CCNC[C@H]2Cc2cccc3ccccc23)c1 | -9% | -5% | -1% | x | x | x | x | 0% | -10% | -1% | -5%
Cc1ccc2[nH]c(C)cc(=S)c2c1 | 4% | 0% | -1% | -4% | 9% | -14% | x | -2% | -9% | -2% | -5%
Cc1cc(CN(C)C(=O)CC2C(=O)NCCN2Cc2c(F)cccc2Cl)on1 (configuration not stated) | 0% | 0% | -1% | -7% | -1% | 6% | -6% | -17% | -5% | 1% | -3%
CC(C)(C)C1CCc2c(sc(NC(=O)C3CCCO3)c2C(N)=O)C1 (configuration not stated) | 4% | -5% | -3% | -1% | u | 22% | -9% | -33% | -6% | 1% | 21µM*
CC(NC(=O)Cc1cccs1)c1ccncc1 (configuration not stated) | -4% | 4% | 4% | -3% | -8% | -6% | 3% | 8% | 7% | -4% | -3%
Cn1c(COc2ccccc2)nnc1SCCC(=O)Nc1ccccc1 | -4% | 1% | 0% | -1% | 0% | -5% | 9% | -1% | -2% | 2% | 3%
O=C(CSc1ncnc2nc[nH]c12)Nc1ccccc1C(F)(F)F | -5% | 1% | 4% | -6% | -1% | -6% | -7% | -14% | 2% | 1% | 1%
NS(=O)(=O)c1ccc(CNC(=O)CCC2CCCCC2)cc1 | 2% | 1% | -4% | -12% | -7% | 1% | -7% | 34% | -5% | -1% | 0%
Cc1ccc(C)c2nc(SCC(=O)Nc3ccc4c(c3)OCO4)c(C#N)cc12 | 1% | -4% | -5% | -1% | -4% | 25% | 1% | 1% | 10% | 0% | 1%
Brc1ccc(C2=CC(c3cccs3)n3ncnc3N2)cc1 (configuration not stated) | 0% | 2% | -7% | u | u | u | u | -78% | -6% | -8% | -14%
COc1ccc(NC(=O)COC(=O)c2ccc(S(=O)(=O)N3CCCC3)cc2)cc1OC | -2% | 0% | -2% | x | x | x | x | 0% | 8% | -2% | 3%
COc1ccc(C(=O)NCCc2c[nH]c3ccccc23)cc1S(=O)(=O)N1CCOCC1 | -2% | 1% | 17% | -6% | 1% | 0% | -4% | -9% | 0% | -2% | 0%
